Screening data: PubChem, NMMLSC
Myeloid diff 2 – myeloid differentiation induction; ER-HoxA9 myeloid progenitors, lysozyme-GFP differentiation, flow cytometry; calls only at 10 µM; 1% of 360,000 active;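 active = normalized GFP-positive differentiation at or above the plate's own cutoff, the solvent-only control mean plus 3 SD; inconclusive = no clear call, values can overlap the other calls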;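 note: cells exposed to compound for four days before flow analysis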
Myeloid diff 2 GFP+ MAC1+ % – second read-out of Myeloid diff 2, no call of its own (marks repeat the call); GFP+ MAC1+ double positive, %; measured here: differentiation confirmed by MAC1 staining
* = called active by the depositor; i = inactive; ? = inconclusive; . = no result given. This is a subset; the hit share may differ from the screen's.

SMILES | Myeloid diff 2 | Myeloid diff 2 GFP+ MAC1+ %
Cc1ccc(Cc2c(-c3ccc(F)cc3)nc3c(Cl)cc(C(F)(F)F)cn23)cc1 | i | 0.9
COc1ccc(C(=O)NCCS(=O)(=O)NCc2cccs2)cc1 | i | 0.7
Cc1nn(C)c2c1NC(=O)CS2 | i | 0.9
O=C(CN1C(=O)CSc2ccc(S(=O)(=O)N3CCCCCC3)cc21)NCCc1ccccc1 | i | 1.6
CCN(CC)S(=O)(=O)c1ccc(N2CCN(C)CC2)c(NC(=O)CN2C(=O)NC3(CCCCC3)C2=O)c1 | i | 1.5
CC1=C(N2CCCCC2)CCC1=O | i | 1.6
CCCCc1c(-c2ccccc2OC)ncn1Cc1ccc(Cl)cc1 | i | 1.4
COc1ccc(-c2ccc(C(=O)Nc3ccc(NC(C)=O)cc3)c3occc23)c(C)c1 | i | 1.5
CC(C)Oc1ccc(F)cc1-c1cc(C(=O)NCc2cc(C(F)(F)F)cc(C(F)(F)F)c2)[nH]n1 | i | 0.8
CCOC(=O)CCCCCC(=O)Nc1ccc2c(c1)C(=O)N([C@@H](C)CO)C[C@H](C)[C@H](CN(C)S(=O)(=O)c1ccc(OC)cc1)OCCCC[C@H](C)O2 | i | 1.1
CN(Cc1ccccc1)C(=O)C(=O)c1c[nH]c2ccccc12 | i | 0.5
O=C1N[C@@H](c2ccccc2)COC(=O)[C@H](Cc2ccc(F)cc2)C/C=C\C[C@@H]1CC(=O)N(CCO)Cc1ccccc1 | i | 0.8
Cn1c(SCC(=O)NCC2CCCO2)ncc(C(=O)Nc2ccc(F)cc2)c1=O (configuration not stated) | i | 0.6
CC(=O)NC(C)(c1ccccc1)c1nc(-c2cccc(F)c2)cs1 (configuration not stated) | i | 0.0
O=C(c1ccc(Br)cc1)N1CCN(c2ccccn2)CC1 | i | 1.5
O=C(COC(=O)c1ccc(F)cc1Cl)NCc1ccco1 | i | 0.6
O=C1NC[C@H](Cc2ccccc2)N(CC2CCN(CCc3ccc(-c4ccccc4)cc3)CC2)C1=O | i | 1.2
COc1ccc(OC)c(NC(=O)Nc2nc(C(N)CCc3ccccc3)cs2)c1 (configuration not stated) | i | 1.5
CCNC(=O)C1(C)CCCN(C(=O)c2sc(-c3ccccc3)nc2C)C1 (configuration not stated) | i | 0.7
Cc1nc(SCC(=O)NCC2CCCO2)[nH]c(=O)c1C (configuration not stated) | i | 0.3
CCN(CC(=O)NCc1cccs1)C(=O)c1ccc(-c2ccc(F)cc2)o1 | i | 0.4
CCC(CO)Oc1cc(NCc2ccccc2Cl)c2ncn(C(C)C)c2c1 (configuration not stated) | i | 1.0
CN(CC(=O)Nc1cccc(F)c1)C(=O)C1CC(=O)N(Cc2ccco2)C1 (configuration not stated) | i | 1.2
O=C(COC(=O)Cc1ccc(Cl)cc1)NCc1ccc(Cl)cc1 | i | 0.3
O=C(COC(=O)c1cccc(S(=O)(=O)N2CCOCC2)c1)NC1CCCCC1 | i | 0.1
Cc1ccc(CNC(=O)CSc2nnc(CNC(=O)c3ccc(F)cc3)o2)cc1 | i | 1.7
CN1CCN(S(=O)(=O)c2ccc(N3CCN(c4ccccc4Cl)CC3)nc2)CC1 | i | 0.5
COc1ccc(C(=O)OCC(O)COC(=O)c2ccc(OC)cc2)cc1 | i | 0.5
CN(CC(=O)Nc1sccc1C(N)=O)S(=O)(=O)c1ccc(Cl)cc1 | i | 0.9
CCCCn1c(N)c(N(CCOC)C(=O)c2cc(S(=O)(=O)N3CCOCC3)ccc2F)c(=O)[nH]c1=O | i | 0.5
CC(C)=CC1C(C(=O)Nc2ccc(S(=O)(=O)N3CCOCC3)cc2)C1(C)C (configuration not stated) | i | 0.0
COc1cc(-c2nccc3cc4c(cc23)OCO4)cc(OC)c1OC | ? | .
C=CC[C@@H](CC(=O)N[C@@H](CO)Cc1ccccc1)C(=O)NC[C@@H](OC(=O)[C@@H](CC=C)CC(=O)OC(C)(C)C)c1ccccc1 | i | 1.6
CCC(=O)N1CCc2cc(Br)c(S(=O)(=O)NCCN3CCCCC3CC)cc21 (configuration not stated) | i | 0.5
O=C(O)c1cccc(NS(=O)(=O)c2ccc(Cl)c(C(=O)Nc3cccc([N+](=O)[O-])c3)c2)c1 | i | 0.8
Cc1ccc(S(=O)(=O)N2[C@@H](c3ccc(F)cc3)C(C(=O)O)=CC[C@H]2c2ccc(C(C)C)cc2)cc1 | i | 1.6
CC(=O)Nc1c([N+](=O)[O-])cc2c3c(cccc13)CC2 | i | 1.9
CC1(C)C2CCC1(C)C(SC(=N)N)C2 (configuration not stated) | i | 10
COC(=O)c1cnc(Nc2nc(C(N)Cc3ccccc3)cs2)nc1C(F)(F)F (configuration not stated) | i | 1.0
O=C(CNC(=O)c1ccc2c(c1)OCO2)Nc1ncccc1O | i | 0.3
CC12CCC(=O)N1C(C(=O)NCc1ccc(Cl)cc1Cl)CS2 (configuration not stated) | i | 0.9
CC(=O)c1ccc(NC(=O)CSc2nc(=O)n3cccc(C)c3n2)cc1 | i | 0.7
COc1ccc2sc(-c3ccccc3OC)c(-c3ccc(OC)nc3)c2c1 | i | 0.8
COc1ccc(-c2noc3c2-c2nc(-c4ccc(C)cc4)sc2CC3)cc1 | i | 0.6
O=C(Nc1cc(S(=O)(=O)Nc2ccccc2Cl)ccc1O)c1ccc(F)cc1F | i | 0.9

In the list so far, two have bromine.
SMILES | Myeloid diff 2 | Myeloid diff 2 GFP+ MAC1+ %
O=C(c1ccc(Br)cc1)N1CCN(c2ccccn2)CC1 | i | 1.5
CCC(=O)N1CCc2cc(Br)c(S(=O)(=O)NCCN3CCCCC3CC)cc21 (configuration not stated) | i | 0.5

(listing goes on)
SMILES | Myeloid diff 2 | Myeloid diff 2 GFP+ MAC1+ %
OC(c1ccc(Cl)c(F)c1)c1ncc(-c2ccc(Cl)cc2)[nH]1 (configuration not stated) | i | 1.5
c1ccc2c(-c3ccc4nncn4c3)cncc2c1 | i | 1.0
Cc1cc(NC(=O)C2CCN(C(=O)c3ccco3)CC2)ccc1Br | i | 1.2
CC(=O)Nc1ccc(C(=O)COC(=O)C2CC2)c(F)c1 | i | 1.8
COC(=O)c1cc(=O)nc(NNC(C)=O)s1 | i | 1.5
CC1CN(C(=O)CN2C(=O)NC3(CCCC3)C2=O)C(=Nc2cccc(S(=O)(=O)N(C)C)c2)S1 (configuration not stated) | i | 1.1
COc1ccc(C(=O)NCC(=O)N2CCCC(C(F)(F)F)C2)cc1OC (configuration not stated) | i | 0.6
Cc1cccc(C)c1NC(=O)C(c1ccnc2ccccc12)n1c(=O)c(-c2ccccc2)nc2ccccc21 (configuration not stated) | i | 4.9
COc1ccc(-c2oc3c(c2C(=O)OCCCO)C(OCCCCCO)CCC3)cc1 (configuration not stated) | i | 0.4
Cc1nn(-c2ccccc2)c(C)c1C(=O)OC(C)C(=O)NC1CCCCC1 (configuration not stated) | i | 0.6
O=C(CN1C(=O)NC2(CCc3ccccc32)C1=O)Nc1c(Cl)cccc1Cl (configuration not stated) | i | 1.5
Cc1noc(C)c1NC(=O)Nc1ccc2c(c1)C(=O)N([C@H](C)CO)C[C@H](C)[C@@H](CN(C)S(=O)(=O)c1ccc(Cl)cc1)OCCCC[C@@H](C)O2 | i | 0.4
CCOc1cc(C)nc(N2CCC(C(=O)NC3CC3)CC2)n1 | i | 0.8
O=C(COC(=O)c1ccc([N+](=O)[O-])o1)NCc1ccc2c(c1)OCO2 | i | 0.8
CC(C)(C)CC(=O)Nc1nc(C(N)Cc2ccc(C(F)(F)F)cc2)cs1 (configuration not stated) | i | 0.2

5 entries picked at random from those above, as already listed:
SMILES | Myeloid diff 2 | Myeloid diff 2 GFP+ MAC1+ %
CC(=O)NC(C)(c1ccccc1)c1nc(-c2cccc(F)c2)cs1 (configuration not stated) | i | 0.0
CC(C)=CC1C(C(=O)Nc2ccc(S(=O)(=O)N3CCOCC3)cc2)C1(C)C (configuration not stated) | i | 0.0
CC(C)Oc1ccc(F)cc1-c1cc(C(=O)NCc2cc(C(F)(F)F)cc(C(F)(F)F)c2)[nH]n1 | i | 0.8
O=C(CN1C(=O)NC2(CCc3ccccc32)C1=O)Nc1c(Cl)cccc1Cl (configuration not stated) | i | 1.5
Cc1cc(NC(=O)C2CCN(C(=O)c3ccco3)CC2)ccc1Br | i | 1.2

Continued.
SMILES | Myeloid diff 2 | Myeloid diff 2 GFP+ MAC1+ %
CC(C)(C)c1nc(-c2ccccc2)nc2c1OCCC2 | i | 0.3
C=CCOc1ccc(/C=C/C(=O)OCC(=O)NCc2cccs2)cc1 | i | 1.2
Cc1ccc(S(=O)(=O)N(C)c2ccc(C(=O)NCC(c3ccco3)N3CCCC3)cc2)cc1 (configuration not stated) | i | 1.0
COc1ccc(CCNC(=O)CCC(=O)c2cccs2)cc1OC | i | 0.7
Cc1nc2c(OCC(=O)c3ccc(F)cc3)cccn2c1N(C)Cc1cccs1 | i | 0.1
CC(=O)NCCNc1nc2cc(-c3ccsc3)sc2c(=O)n1C | i | 0.5
COc1c(C)cc(C(O)c2ncc(-c3ccc(C(F)(F)F)cc3)[nH]2)cc1C (configuration not stated) | i | 1.2
COCCNc1nc2cc(-c3ccccc3)sc2c(=O)n1C | i | 0.9
Nc1c(Br)cc2c([nH]c(=O)c3ccccc32)c1Br | i | 2.7
O=C(CCS(=O)(=O)c1ccccc1)Nc1nc2ccc(F)cc2s1 | i | 0.4
CCCCn1c(CN(Cc2ccccc2)Cc2ccccc2)nc2c1c(=O)n(C)c(=O)n2C | i | 0.8
O=C(NN=Cc1ccc2c(c1)OCO2)c1ccccc1 | i | 0.6
COc1ccc(C(=O)NNC(=O)c2ccc3ccccc3c2)cc1 | i | 0.7
Cc1cc(C)cc(NC(=O)C(c2ccccc2)N2CCN(CC(=O)N3CCCC3)CC2)c1 (configuration not stated) | i | 0.0
CC1CCCCC1NC(=O)c1cc(S(=O)(=O)N2CCCCC2)ccc1N1CCOCC1 (configuration not stated) | i | 0.3
O=C(NCCCN1CCOCC1)c1onc(CSc2ccccn2)c1C(=O)NCCCN1CCOCC1 | i | 1.4
O=C(CSc1cccc[n+]1[O-])NC1CCCCC1 | i | 1.3
COc1ccccc1NS(=O)(=O)c1cc(C(=O)NC2CC(C)(C)NC(C)(C)C2)ccc1Cl | i | 1.5
CN(C(=O)COC(=O)C1CCN(S(=O)(=O)c2c(Cl)cccc2Cl)CC1)C1CCS(=O)(=O)C1 (configuration not stated) | i | 0.8
CCN(CC(=O)Nc1ccccc1OC)C(=O)CC1CC2CCC1C2 (configuration not stated) | i | 0.3
O=C(Nc1cccc(-n2cnnn2)c1)c1ccc(C(F)(F)F)cc1 | i | 0.8
Cc1cnc(C(=O)OCC(=O)Nc2cccc(S(=O)(=O)N3CCOCC3)c2)cn1 | i | 1.1
Cn1c(=O)c2cc(NC(=O)NCCc3cccs3)ccc2n1-c1ccc(C(C)(C)C)cc1 | i | 1.0
ClC1(CNc2ccccc2)CCN(Cc2ccccc2)CC1 | i | 0.6
COc1ccc2oc(C(=O)Nc3nc(C)cs3)c(C)c2c1 | i | 0.7
CCC(=O)N1CCC1(C)C(=O)Nc1ccc(OC)c(OC)c1 (configuration not stated) | i | 1.7
O=C(COc1ccccc1Br)c1ccc2c(c1)OCO2 | i | 0.8
O=C(COC(=O)/C=C/c1ccc(OC(F)F)cc1)NC1CCCC1 | i | 0.8
COc1ccccc1-c1cc2c(c3c1ccn3C)C1CCC2C1 (configuration not stated) | i | 1.0
O=C(C[n+]1cccc(/C=N/O)c1)NC(=O)Nc1ccccc1 | i | 2.1
CSc1nnnc2ccccc12 | i | 0.3
CCCCN1CC(=O)N2[C@H]3c4cc(C)ccc4OC[C@@H]3[C@H](c3ccccc3)[C@]2(C)C1=O | i | 2.8
O=C(CSc1n[nH]c(=O)n1C1CC1)Nc1ccc(OC(F)(F)F)cc1 | i | 1.7
O=C(CCCOc1ccc(Br)cc1)Nc1nnc(C2CC2)s1 | i | 0.5
CC1CN(S(=O)(=O)c2ccc(C(=O)NC3CCCCC3)cc2)CC(C)O1 (configuration not stated) | i | 0.9
CC(C)CCNC(=O)c1onc(CSc2ccccn2)c1C(=O)NCCC(C)C | i | 1.6
COc1ccc(CC(=O)Cc2ccc(OC)c(OC)c2)cc1OC | i | 0.7
O=C(CN1C(=O)C(=O)N(C2CCCC2)C1=O)Nc1ccccc1OC(F)F | i | 1.2
COc1ccc(F)cc1C(=O)COC(=O)c1n[nH]c(=O)c2ccccc12 | i | 0.9
Cn1cc(-c2csc(C(C)(O)c3cccnc3)n2)cn1 (configuration not stated) | i | 0.5
COc1ccccc1NC(=O)Nc1nc(CC(=O)Nc2ccc(OC)c(OC)c2)cs1 | i | 1.0
O=[N+]([O-])c1ccc2c(c1)CO[C@@]21O[C@H](CCO)C[C@H](O)[C@H]1O | i | 0.5
COc1ccc(N2CCN(C(CNC(=O)C3CCCCC3)c3ccco3)CC2)cc1 (configuration not stated) | i | 1.7
CC(=O)N1CCN(C(=O)c2cc(-c3ccc(Cl)s3)nc3ccccc23)CC1 | i | 0.5
Cc1ccc(C(=O)OCC(=O)NCc2cccs2)s1 | i | 0.3

A second format for 5 compounds above.
Order of values – Myeloid diff 2	Myeloid diff 2 GFP+ MAC1+ %
- CCCCN1CC(=O)N2[C@H]3c4cc(C)ccc4OC[C@@H]3[C@H](c3ccccc3)[C@]2(C)C1=O
    i	2.8
- O=C(CSc1n[nH]c(=O)n1C1CC1)Nc1ccc(OC(F)(F)F)cc1
    i	1.7
- O=C(CCCOc1ccc(Br)cc1)Nc1nnc(C2CC2)s1
    i	0.5
- CC1CN(S(=O)(=O)c2ccc(C(=O)NC3CCCCC3)cc2)CC(C)O1 (configuration not stated)
    i	0.9
- CC(C)CCNC(=O)c1onc(CSc2ccccn2)c1C(=O)NCCC(C)C
    i	1.6

The listing continues.
SMILES | Myeloid diff 2 | Myeloid diff 2 GFP+ MAC1+ %
CCCCCCCCN1CC(Cc2cc3ccccc3c3ccccc23)N(c2ccccc2)c2ccccc2C1=O (configuration not stated) | i | 2.4
O=C(Nc1c(Cl)ccc2nsnc12)c1ccc(Br)o1 | i | 1.0
c1csc(Cc2nc(-c3ccc(-n4cccc4)cc3)no2)c1 | i | 1.0
CC(=O)N1CCN(C(=O)COC(=O)COc2c(C)cc(C)cc2C)CC1 | i | 1.4
